GLA spleen mod: inhibitors or activators of human alpha-galactosidase in spleen homogenate; P06280; human spleen homogenate, 4MU-alpha-Gal fluorescence, 40 min; Potency, µM (highest dose often 80 µM), without a hit: at the highest dose activity change, negative = inhibition, usual class: inhibitors; 240,000 compounds, 0.008% hits; AID 2107;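 note: 0% = enzyme with vehicle and -100% = no enzyme basal signal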
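qHTS titration in buffer at pH 5.0. Alpha-galactosidase activity in spleen homogenate was measured via 4-methylumbelliferone release from 1 mM fluorogenic substrate after 40 min at 37C and a pH 10 stop. AC50 came from Hill fits of control-normalized data.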
GAA glycogen mod: GAA glycogen-cleavage inhibition or activation; recombinant GAA, glycogen substrate, Amplex Red glucose oxidase fluorescence; 300,000 compounds, 0.38% hits; AID 2100; Potency, µM (series often up to 76.4 µM), for the others: at the highest dose activity change, negative = inhibition, actives largely listed as inhibitors; P10253;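 note: 0% = full enzyme reaction and -100% = no-enzyme basal signal; the screen sought inhibitors and activators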
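Recombinant human enzyme (4 nM); glycogen substrate; 37 C, 40 min, pH 5.0. Readout: coupled glucose oxidase/Amplex Red fluorescence.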
Epigenetic derep: derepresses silenced GFP reporter in murine cells. Potency, µM (top dose mostly 53.9 µM), for the others: at the top dose GFP activation, most hits filed as activators. murine LDR cells, GFP reporter derepression, 30 h. AID 1865. 280,000 compounds, 0.2% hits; note: % of control where 0% means no effect; nearly all actives have a fitted effect of over 60% in size
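Murine LDR cells carrying a silenced, genomically integrated CMV-driven GFP reporter were exposed to compound for 30 hours at 37 C. After PBS washes, GFP-positive cells (20–120 um objects) were counted by laser-scanning microplate cytometry.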
GAA inhib: inhibitors of human lysosomal alpha-glucosidase; P10253; purified human GAA, 4-MU-alpha-glucoside fluorescence; AID 1466; 200,000 compounds, 0.005% hits; Potency, µM (titrated, usually from 76.9 µM), for the others: at the top dose activity change, negative = inhibition, actives largely listed as inhibitors;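 note: plate controls were uninhibited enzyme wells for no effect and no-enzyme background for full effect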
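Compounds are titrated up to 77 uM against 4 nM human enzyme. Substrate 4-methylumbelliferyl-alpha-D-pyranoside (400 uM) reacts 20 min at room temperature in pH 5.0 buffer; liberated 4-methylumbelliferone is read at 440 nm.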
aGlu spleen mod: lysosomal alpha-glucosidase (human) modulation | P10253 | human spleen homogenate, 4-MU-alpha-glucoside fluorescence | Potency, µM (top dose mostly 79.9 µM), inactives show at the top dose activity change, negative = inhibition, most hits filed as inhibitors | 240,000 compounds, 0.006% hits | AID 2112;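 note: 0% = enzyme with vehicle and -100% = no enzyme basal signal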
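Compounds were titrated against alpha-glucosidase in spleen homogenate at pH 5.0, with 1 mM 4-methylumbelliferyl substrate for 40 min at 37 C. Reactions were quenched with pH 10 NaOH/glycine and fluorescence measured.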
Tau fluor counter: counter-screen for tau fibril formation inhibitors | tau K18 P301L Alexa594 fluorescence, heparin fibrillization | Potency, µM (series often up to 57.7 µM), for inactives: top-dose activity change, negative = decrease | 280,000 compounds, 0.93% hits | AID 1463; note: % is set by controls: 0 for no effect and ±100 for the full control effect; nearly all actives have a fitted effect of over 55% in size
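Human tau K18 P301L (15 uM unlabeled, 0.24 uM Alexa 594-labeled) in 100 mM sodium acetate pH 7 with 20 uM heparin, 6 hr at 37 C. ThT 30 uM added, 1 hr ambient; Alexa 594 FP and total fluorescence read at 555/632 nm.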
ALDH1A1 inh: ALDH1A1 (human) enzyme inhibition; AID 1030; Potency, µM (titrated, usually from 75.3 µM), inactives show at the highest dose activity, negative = inhibition, hits mostly inhibitors; Purified ALDH1A1, NADH fluorescence, propionaldehyde substrate; 220,000 compounds, 7.3% hits; active = well fitted inhibition curve with a large enough effect, not every such curve was filed as active; inconclusive = small, poorly fitted or top-dose-only effect, or another doubt; inactive = no such curve, though single readings can be large or run the other way;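 note: plate controls were no enzyme wells and a reference inhibitor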
Target sequence (P00352 whole entry, looked up): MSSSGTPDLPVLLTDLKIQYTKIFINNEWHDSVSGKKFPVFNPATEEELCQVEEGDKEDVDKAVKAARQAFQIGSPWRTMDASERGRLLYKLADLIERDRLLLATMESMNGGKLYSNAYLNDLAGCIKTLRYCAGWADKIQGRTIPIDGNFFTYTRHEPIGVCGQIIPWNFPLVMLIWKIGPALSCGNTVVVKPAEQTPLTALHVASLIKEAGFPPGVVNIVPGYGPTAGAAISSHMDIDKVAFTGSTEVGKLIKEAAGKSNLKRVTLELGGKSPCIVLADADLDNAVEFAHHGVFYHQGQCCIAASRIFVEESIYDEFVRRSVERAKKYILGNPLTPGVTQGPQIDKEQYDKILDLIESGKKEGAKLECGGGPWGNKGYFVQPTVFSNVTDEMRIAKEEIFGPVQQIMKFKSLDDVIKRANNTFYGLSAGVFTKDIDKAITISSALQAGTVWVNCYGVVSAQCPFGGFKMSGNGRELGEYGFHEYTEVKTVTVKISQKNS
NPSR antag: antagonists of human neuropeptide S receptor cAMP signaling; Potency, µM (highest dose often 38.3 µM), for the others: at the highest dose activity change, negative = inhibition, hits mostly inhibitors; Q6W5P4; 220,000 compounds, 1% hits; CHO-NPSR cells, cAMP TR-FRET, antagonist mode; note: % is set by controls: 0 for no effect and ±100 for the full control effect; nearly all actives have a fitted effect of over 50% in size; many of its hits are not listed in these tables
Target sequence (Q6W5P4 whole entry, looked up): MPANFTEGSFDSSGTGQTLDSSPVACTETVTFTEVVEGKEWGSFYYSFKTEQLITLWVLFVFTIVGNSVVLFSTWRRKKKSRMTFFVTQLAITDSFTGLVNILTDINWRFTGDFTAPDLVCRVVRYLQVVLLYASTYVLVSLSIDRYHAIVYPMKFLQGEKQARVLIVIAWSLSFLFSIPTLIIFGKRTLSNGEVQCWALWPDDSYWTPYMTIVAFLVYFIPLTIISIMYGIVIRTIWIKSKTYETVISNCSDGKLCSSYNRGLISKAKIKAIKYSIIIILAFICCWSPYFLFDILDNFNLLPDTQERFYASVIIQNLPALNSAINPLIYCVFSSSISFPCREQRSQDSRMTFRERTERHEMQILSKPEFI
Starred values were filed as active, the others as inactive; [ ] = another dose, or the depositor's remark. Unless noted, calls come from the whole dose curve; as a rule, active = well fitted curve in the direction sought with a large enough effect; inconclusive = small, poorly fitted or top-dose-only effect, or another doubt; inactive = no such curve, though single readings can be large; an effect the other way counts as inactive or inconclusive. Potency is the fitted concentration of half-maximal effect.

Start of the listing, in advance:
`COc1ccc(N=Cc2c(O)cc(C)oc2=O)cc1` gave GLA spleen mod -1%, GAA glycogen mod -29%, Epigenetic derep -1.5%, GAA inhib 4%, aGlu spleen mod -10%, Tau fluor counter 5%, ALDH1A1 inh inconclusive and NPSR antag 8%.
`FC(F)(F)c1cccc(-c2nc(COc3ccc(Cl)cc3Cl)no2)c1` gave GLA spleen mod 13%, GAA glycogen mod 3%, Epigenetic derep -1.6%, GAA inhib -5%, aGlu spleen mod 9%, Tau fluor counter -21%, ALDH1A1 inh 6% and NPSR antag -3%.
For CN(CCCNC(=O)Cn1cccc1C(=O)c1ccccc1)C1CCCCC1 the results were GLA spleen mod -12%, GAA glycogen mod -11%, Epigenetic derep 2.3%, GAA inhib 5%, aGlu spleen mod 2%, Tau fluor counter 7%, ALDH1A1 inh 5% and NPSR antag 7%.

This part in full, repeating the preview:
`COc1ccc(N=Cc2c(O)cc(C)oc2=O)cc1` gave GLA spleen mod -1%, GAA glycogen mod -29%, Epigenetic derep -1.5%, GAA inhib 4%, aGlu spleen mod -10%, Tau fluor counter 5%, ALDH1A1 inh inconclusive and NPSR antag 8%.
`FC(F)(F)c1cccc(-c2nc(COc3ccc(Cl)cc3Cl)no2)c1` gave GLA spleen mod 13%, GAA glycogen mod 3%, Epigenetic derep -1.6%, GAA inhib -5%, aGlu spleen mod 9%, Tau fluor counter -21%, ALDH1A1 inh 6% and NPSR antag -3%.
For CN(CCCNC(=O)Cn1cccc1C(=O)c1ccccc1)C1CCCCC1 the results were GLA spleen mod -12%, GAA glycogen mod -11%, Epigenetic derep 2.3%, GAA inhib 5%, aGlu spleen mod 2%, Tau fluor counter 7%, ALDH1A1 inh 5% and NPSR antag 7%.
For Cc1nc2ccccc2c(=O)n1NC(=O)C1CC1 the results were GLA spleen mod -2%, GAA glycogen mod 12%, Epigenetic derep -0.3%, GAA inhib -3%, aGlu spleen mod -3%, Tau fluor counter -3%, ALDH1A1 inh -7% and NPSR antag 12%.
N#C/C(=C(/O)CSc1nnc(Cc2cccs2)n1C1CCCCC1)c1nc2ccccc2[nH]1 was read as GLA spleen mod 10%, GAA glycogen mod -8%, Epigenetic derep 1.9%, GAA inhib 11%, aGlu spleen mod 4%, Tau fluor counter -20%, ALDH1A1 inh inconclusive and NPSR antag -13%[46.1 µM].
Screening O=S(=O)(c1ccc2ccccc2c1)N1CCCCCC1 returned GLA spleen mod -9%, GAA glycogen mod -15%, Epigenetic derep -0.1%, GAA inhib -4%, aGlu spleen mod -3%, Tau fluor counter 7%[2.34 µM], ALDH1A1 inh 3% and NPSR antag 54%.
Screening Cc1c(C(=O)c2ccc(F)cc2)c2ccccn2c1CCc1ccccn1 returned GLA spleen mod 0%, GAA glycogen mod inconclusive, Epigenetic derep -2.6%, GAA inhib -8%, aGlu spleen mod -24%, Tau fluor counter -14%, ALDH1A1 inh inconclusive and NPSR antag -42%.
O=C(NC(=O)N1CCN(c2ccc([N+](=O)[O-])cn2)CC1)c1c(Cl)cccc1Cl was read as GLA spleen mod 12%, GAA glycogen mod 3%, Epigenetic derep 11%, aGlu spleen mod 5%, Tau fluor counter 7% and NPSR antag -24%.
For Cc1c(C(=O)N2CCCc3ccccc32)oc2ccc(S(=O)(=O)N3CCOCC3)cc12 the results were GLA spleen mod 2%, GAA glycogen mod 0%, Epigenetic derep -1.1%, GAA inhib -10%, aGlu spleen mod 7%, Tau fluor counter -14%, ALDH1A1 inh inconclusive and NPSR antag -26%[46.1 µM].
CCOc1ccccc1-n1nnnc1SCc1nc2ccccc2s1 was read as GLA spleen mod 1%, GAA glycogen mod -8%, Epigenetic derep -1.4%, GAA inhib -7%, aGlu spleen mod -8%, Tau fluor counter -21%, ALDH1A1 inh 10µM* and NPSR antag -19%[46.1 µM].
Nc1c(S(=O)(=O)c2ccccc2)c2nc3ccccc3nc2n1Cc1ccco1 was read as GLA spleen mod inconclusive, GAA glycogen mod -18%, Epigenetic derep -1.1%, GAA inhib inconclusive, aGlu spleen mod inconclusive, Tau fluor counter inconclusive, ALDH1A1 inh inconclusive and NPSR antag -28%[46.1 µM].
For O=C(O)CCc1ccc(-c2ccc(F)cc2)n1Cc1ccco1 the results were GLA spleen mod -6%, GAA glycogen mod 0%, Epigenetic derep 0.2%, GAA inhib 3%, aGlu spleen mod -4%, Tau fluor counter -2%, ALDH1A1 inh -5% and NPSR antag -9%[46.1 µM].
Screening CCNC(=O)CSc1nc2cc([N+](=O)[O-])ccc2n1-c1cccc(C(F)(F)F)c1 returned GLA spleen mod 1%, GAA glycogen mod 19%, Epigenetic derep 0.0%, GAA inhib -3%, aGlu spleen mod 0%, Tau fluor counter -20%, ALDH1A1 inh -9% and NPSR antag -28%.
`CN(C)CC(=O)N1CCc2ccccc2C1` gave GLA spleen mod -8%, GAA glycogen mod 1%, Epigenetic derep 0.4%, GAA inhib 5%, aGlu spleen mod -4%, Tau fluor counter -7%, ALDH1A1 inh -5% and NPSR antag 15%.
Screening COc1ccc(CNC(=O)C/C(C)=N/NC(=O)c2cnccn2)cc1 returned GLA spleen mod 2%, GAA glycogen mod inconclusive, Epigenetic derep 2.2%, GAA inhib 7%, aGlu spleen mod -1%, Tau fluor counter 9%, ALDH1A1 inh -2% and NPSR antag 15%.
Screening O=C(NCc1ccc(F)cc1F)c1cc(COc2c(F)cccc2F)on1 returned GLA spleen mod 0%, GAA glycogen mod 4%, Epigenetic derep -0.2%, aGlu spleen mod -2%, Tau fluor counter -10%, ALDH1A1 inh -3% and NPSR antag 13%.
COc1ccc(C(=O)NC(=S)NNC(=O)c2c(-c3ccccc3)noc2C)cc1OC was read as GLA spleen mod 0%, GAA glycogen mod -12%, Epigenetic derep 0.1%, aGlu spleen mod 0%, Tau fluor counter -17% and NPSR antag 20%.
`CCCCN(C(=O)c1cc2ccccc2o1)c1c(N)n(CCC)c(=O)[nH]c1=O` gave GLA spleen mod -7%, GAA glycogen mod 1%, Epigenetic derep 2.1%, GAA inhib 2%, aGlu spleen mod 3%, Tau fluor counter -7%, ALDH1A1 inh 6% and NPSR antag 22%.
`CCOC(=O)C(NC(=O)c1ccccc1Cl)(Nc1ccc(C)c(C)c1)C(F)(F)F` (stereo unspecified) gave GLA spleen mod -2%, GAA glycogen mod 1%, Epigenetic derep 1.0%, GAA inhib 7%, aGlu spleen mod 1%, Tau fluor counter -17%, ALDH1A1 inh -7% and NPSR antag -37%.
COc1cc(/C=C2/SC(=S)N(c3ccccc3)C2=O)ccc1Oc1nc(N2CCOCC2)nc(N2CCOCC2)n1 was read as GLA spleen mod 1%, GAA glycogen mod 1%, Epigenetic derep -1.9%, GAA inhib 1%, aGlu spleen mod -3%, Tau fluor counter -7%, ALDH1A1 inh 0.4µM* and NPSR antag -55%.
`Cc1ccc(C(=O)NC(NCC2CCCO2)C(Cl)(Cl)Cl)cc1` (stereo unspecified) gave GLA spleen mod 2%, GAA glycogen mod 0%, Epigenetic derep 0.0%, GAA inhib -6%, aGlu spleen mod 2%, Tau fluor counter -7%, ALDH1A1 inh -1% and NPSR antag -16%[46.1 µM].
COC(=O)c1ccc(N/C(=N/S(=O)(=O)c2ccccc2)c2ccccc2)cc1 was read as GLA spleen mod -5%, GAA glycogen mod 8%, Epigenetic derep -0.9%, GAA inhib 6%, aGlu spleen mod -6%, Tau fluor counter -11%, ALDH1A1 inh 8% and NPSR antag -11%[46.1 µM].
Screening Cc1onc(-c2c(F)cccc2Cl)c1C(=O)OCC(=O)NC1CC1 returned GLA spleen mod -6%, GAA glycogen mod -4%, Epigenetic derep -1.7%, GAA inhib -3%, aGlu spleen mod -3%, Tau fluor counter 1%, ALDH1A1 inh 3% and NPSR antag 8%.
O=C(O)C1CC(=O)N(Cc2ccc(F)cc2)C1 (stereo unspecified) was read as GLA spleen mod -2%, GAA glycogen mod 12%, Epigenetic derep -0.3%, GAA inhib 2%, aGlu spleen mod -11%, Tau fluor counter 5%, ALDH1A1 inh 0% and NPSR antag -6%[46.1 µM].
For COc1ccc(CN2C(=O)CCC2(C)C(=O)NCc2cccnc2)c(OC)c1 (stereo unspecified) the results were GLA spleen mod 8%, GAA glycogen mod 8%, Epigenetic derep 2.0%, GAA inhib 7%, aGlu spleen mod -1%, Tau fluor counter 4%, ALDH1A1 inh 12% and NPSR antag 10%[46.1 µM].
Screening CCOC(=O)c1c(C)[nH]c(C)c1C(=O)CSc1nc2ccccc2n1CCC#N returned GLA spleen mod 0%, GAA glycogen mod 10%, Epigenetic derep 1.1%, GAA inhib -5%, aGlu spleen mod 0%, Tau fluor counter -8%, ALDH1A1 inh inconclusive and NPSR antag 16%.
Screening C/C(Cl)=C\Cn1c(O)c(N=NC(N)=S)c2cc(Br)ccc21 returned GLA spleen mod -2%, GAA glycogen mod -5%, Epigenetic derep 0.0%, GAA inhib -12%, aGlu spleen mod 5%, Tau fluor counter inconclusive, ALDH1A1 inh 0.45µM* and NPSR antag inconclusive.
CCN(CC)CCCNc1nc(C)cc(COC)c1C#N was read as GLA spleen mod 15%, GAA glycogen mod -3%, Epigenetic derep 3.6%, GAA inhib 8%, aGlu spleen mod 8%, Tau fluor counter -2%, ALDH1A1 inh inconclusive and NPSR antag 10%.
For Cc1cc(C)n(Cc2ccc(C(=O)Nc3cccc(Br)c3)o2)n1 the results were GLA spleen mod -4%, GAA glycogen mod 7%, Epigenetic derep -4.8%, GAA inhib 0%, aGlu spleen mod -4%, Tau fluor counter -5%, ALDH1A1 inh -8% and NPSR antag -28%.
CC(=O)Nc1ccc(C2=NNC(=Nc3ccc(S(=O)(=O)N4CCOCC4)cc3)SC2)cc1 was read as GLA spleen mod 3%, GAA glycogen mod 2%, Epigenetic derep -1.7%, aGlu spleen mod -1%, Tau fluor counter 16µM*[quencher] and NPSR antag -9%.
For Cc1ccc(NC2=NC(c3ccccc3)n3c(nc(C)cc3=O)N2)c(C)c1 (stereo unspecified) the results were GLA spleen mod -5%, GAA glycogen mod 0%, Epigenetic derep 0.1%, GAA inhib 3%, aGlu spleen mod -16%, Tau fluor counter -3%, ALDH1A1 inh 10% and NPSR antag -20%[46.1 µM].

These rows are one share of the data (hit frequency here may not be typical).
